# BoNT-A LC inh2 = blocks Botulinum neurotoxin A light chain protease; multiplex microsphere protease substrate cleavage, flow cytometry; 0.17% of 360,000 active; AID 588499; inhibition, % at 10 µM; in the data active = inhibition above about 30%; inconclusive = no clear call, values can overlap the other calls; note: plate controls were buffer without enzyme for full effect and enzyme alone for no effect
# FBA Mtb inh = inhibits M. tuberculosis FBA enzyme. AID 588726. P9WQA3. purified M. tuberculosis FBA, fluorescence read-out. inhibition, % at 1 µM. 2.3% of 360,000 active; in the data active = inhibition above about 27%;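 note: 0% = vehicle and 100% = reference inhibitor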
# Target sequence (P9WQA3 whole entry, looked up): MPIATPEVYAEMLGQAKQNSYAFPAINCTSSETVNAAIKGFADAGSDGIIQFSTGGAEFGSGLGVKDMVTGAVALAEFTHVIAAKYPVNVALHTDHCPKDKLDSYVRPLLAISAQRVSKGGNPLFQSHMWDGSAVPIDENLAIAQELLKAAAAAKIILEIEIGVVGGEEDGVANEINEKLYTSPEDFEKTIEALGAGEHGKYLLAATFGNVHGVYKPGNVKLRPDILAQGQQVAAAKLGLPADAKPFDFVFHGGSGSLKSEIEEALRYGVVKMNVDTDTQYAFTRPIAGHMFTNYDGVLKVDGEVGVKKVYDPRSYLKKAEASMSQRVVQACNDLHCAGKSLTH
# GDH-TPI counter = counter-screen for M. tuberculosis FBA inhibitors: GDH-TPI coupled enzymes; GDH-TPI coupled enzyme counterscreen, NADH absorbance; inhibition, % at 4.8 µM; 1.2% of 360,000 active; AID 588335;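 note: 0% = DMSO wells and 100% = wells lacking the enzyme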
# PrPC TRFRET = cell surface PrPC inhibition, primary TR-FRET screen; TR-FRET read-out; inhibition, % at 13.8 µM; 0.43% of 370,000 active; in the data active = inhibition above about 24%; note: 0% = median of the test wells and 100% = reference compound wells
# UGM FP inh = Mtb UDP-galactopyranose mutase inhibition. purified UGM, fluorescence polarization probe displacement. 0.06% of 320,000 active. inhibition, % at 10 µM; in the data active = inhibition above about 10%, passing the limit was not always enough; inconclusive = no clear call, values can overlap the other calls
# Target sequence (P9WIQ1 whole entry, looked up): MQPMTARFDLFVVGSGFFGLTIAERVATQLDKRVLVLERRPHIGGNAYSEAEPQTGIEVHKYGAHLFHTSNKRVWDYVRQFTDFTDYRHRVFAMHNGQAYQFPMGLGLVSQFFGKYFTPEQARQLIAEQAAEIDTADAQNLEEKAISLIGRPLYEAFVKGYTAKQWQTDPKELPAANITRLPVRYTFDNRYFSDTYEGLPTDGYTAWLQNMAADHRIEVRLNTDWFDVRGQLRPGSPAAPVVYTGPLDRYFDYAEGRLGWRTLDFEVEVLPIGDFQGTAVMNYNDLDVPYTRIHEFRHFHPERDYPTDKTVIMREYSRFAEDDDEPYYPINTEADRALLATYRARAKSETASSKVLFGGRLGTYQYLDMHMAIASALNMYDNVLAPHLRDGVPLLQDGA
# FadD28 FP inh = blocks FadD28 binding to the bisubstrate probe; inhibition, % at 12.5 µM; fluorescence polarization; 0.22% of 360,000 active; in the data active = inhibition above about 8.5%, passing the limit was not always enough; inconclusive = no clear call, values can overlap the other calls
# BoNT F protease = BoNT F light chain protease inhibition. Multiplex microsphere protease cleavage assay, flow cytometry. inhibition, % at 10 µM. AID 588497. 0.22% of 360,000 active; in the data active = inhibition above about 35%, passing the limit was not always enough; inconclusive = no clear call, values can overlap the other calls; note: plate controls were buffer without enzyme for full effect and enzyme alone for no effect
# Mtb BioA inh = BioA (M. tuberculosis) enzyme inhibition. inhibition, % at 9.99 µM. purified M. tuberculosis BioA enzyme, plate reader. 0.096% of 360,000 active; in the data active = inhibition above about 40%; inconclusive = no clear call, values can overlap the other calls
# CCHFV vOTU inh = blocks the CCHF virus ovarian tumor domain protease. CCHFV vOTU protease, Pep-AMC fluorescence. inhibition, % at 11.5 µM. 0.55% of 370,000 active; note: 0% = vehicle wells with enzyme and 100% = no enzyme wells
# Numbers without * were called inactive; ? = inconclusive; nt = no result given. Cut-off read from the data, not from the text of the source, unless noted: active = inhibition above about 30%; inactive = the rest.
no.	canonical_smiles	BoNT-A LC inh2	FBA Mtb inh	GDH-TPI counter	PrPC TRFRET	UGM FP inh	FadD28 FP inh	BoNT F protease	Mtb BioA inh	CCHFV vOTU inh
1	CC(C(=O)N1CCc2ccccc21)N1CCN(Cc2ccccc2)CC1 (stereo not drawn)	-2.0	1	6	-6	-0.1	-1.4	6	-1.5	5
2	Cc1ccc(NC(=O)CN(C)CC(=O)Nc2cccc(F)c2)cc1S(=O)(=O)N1CCCCCC1	-0.4	-4	-9	-6	-1.5	-13	5	0.3	19
3	COc1ccc(CCNC(=O)C(C)c2ccc([N+](=O)[O-])cc2)cc1 (stereo not drawn)	-0.7	-1	8	-7	-4.0	-1.7	-5	nt	3
4	COc1ccccc1CNCc1cc(=O)oc2c(C)c(C)ccc12	-3.6	5	0	-2	-0.3	1.7	8	nt	6
5	CCn1c(SCC(=O)Nc2ccc(C(=O)OC)cc2)nnc1-c1cccs1	-1.4	0	-8	-3	-0.6	-1.2	-14	-1.0	-2
6	CC[N+](CC)(CC(=O)Nc1c(C)cccc1C)Cc1ccccc1	-0.7	0	-17	3	1.2	-4.2	-2	-1.4	-1
7	O=C(Nc1ccc(Cl)cc1)Nc1nnc(-c2ccncc2)s1	3.6	3	7	7	-0.4	-0.9	17	-1.7	-4
8	COc1cccc(OCCc2c(C)n[nH]c2C)c1	0.5	-3	-2	-1	-0.1	-0.4	-23	-2.5	-4
9	Cc1ccc(-n2ncc3c2CCCC3NC(=O)c2csnn2)cc1C (stereo not drawn)	2.6	7	2	4	-2.3	-0.3	15	9.8	14
10	O=C(NNC1=NS(=O)(=O)c2ccccc21)c1ccc(Cl)cc1	0.0	-2	22	-3	1.2	0.1	0	nt	13
11	Cc1ccc(Nc2nc(Cl)nc(NC(C)(C)C)n2)cc1	-0.5	-1	-2	12	-0.6	-2.3	-25	0.2	-5
12	CCOC(=O)N1N=C(c2ccc(C)cc2)CC1(O)C(F)(F)F (stereo not drawn)	-0.5	-2	0	8	2.4	-4.9	-4	-1.3	-15
13	CCOC(=O)Cc1csc(NC(=O)CC)n1	-0.4	-2	4	5	1.2	-0.7	1	0.5	8
14	Cc1ccc([N+](=O)[O-])c(OCCN2CCC(Cc3ccccc3)CC2)c1	-0.2	0	4	-9	-2.2	-2.2	0	nt	6
15	COC(=O)c1sccc1NC(=O)C12CC3CC(CC(C3)C1)C2	-0.9	3	-5	-1	-2.0	-1.8	-2	nt	21
16	CCOC(=O)CC(=O)CSc1nc2c(cc1C#N)CCCCC2	2.2	23	14	-3	-1.9	-1.5	8	8.9	-2
17	Cn1c(=O)cc(OCC(=O)NCCCN2CCN(c3cccc(Cl)c3)CC2)c2ccccc21	-1.2	2	7	3	2.9	-5.2	-8	0.7	-6
18	CCCCN1CC(O)=C(c2nc3ccccc3s2)C1=N	0.1	1	9	9	-1.1	-2.3	-3	-0.2	3
19	Cc1csc(NC(=O)c2cccnc2)n1	0.6	3	13	-5	-3.9	-0.8	-5	4.4	9
20	Cc1ccccc1-n1nnnc1SCCCC(=O)c1ccc(F)cc1	-0.6	1	0	1	-0.5	0.0	-6	-0.4	-9
21	O=C(COc1ccc2ccccc2c1)N1CCN(Cc2c[nH]c3ccccc23)CC1	0.5	-1	9	3	-2.2	-2.5	1	-0.1	10
22	COC(=O)c1ccc(CNC(=O)Cn2cnc3c(OCc4ccccc4)ncnc32)cc1	-0.2	0	6	-1	-0.8	-2.3	-1	-0.7	-9
23	CCOC(=O)CN(C(=O)COc1ccc2c(C)cc(=O)oc2c1)c1ccc(OCC)cc1	-0.2	1	10	-3	-2.9	0.1	0	nt	2
24	Cc1ccc(NC(=O)COC(=O)C2CCC2)cc1S(=O)(=O)N1CCOCC1	-0.2	1	8	6	-0.5	-0.8	-4	nt	5
25	COc1ccc(NC(=O)c2oc3ccccc3c2NC(=O)COc2ccccc2OC)c(OC)c1	-0.3	2	4	-4	3.6	-2.2	5	2.3	-14
26	Cc1cc(C)cc(NC(=O)C(c2ccccc2)N2CCCC2)c1 (stereo not drawn)	-0.5	2	0	6	-2.2	-0.5	-7	-1.0	0
27	Cn1c(N)c(C(=O)c2cc(-c3ccccc3)nc3ccccc23)c(=O)n(C)c1=O	-0.3	-1	8	-5	1.5	-4.1	-13	-2.3	0
28	COc1ccc(Br)cc1/C=N/n1c(-c2ccccc2)n[nH]c1=S	-1.3	3	-6	3	4.6	-1.1	13	-1.1	-14
29	CC1(C(=O)N2CCC(CC3CC(c4cccc(Br)c4)=NO3)(C(=O)NCC3CCCCC3)CC2)CC1 (stereo not drawn)	0.6	4	4	2	1.5	-1.0	0	-7.0	12
30	C[C@@H]1COC(=O)[C@@H](Cc2ccc(F)cc2)C/C=C\C[C@H](CC(=O)N(CCO)Cc2ccccc2)C(=O)N1	-0.8	0	3	-3	3.1	-1.0	-2	-2.2	-6

# Continued; it opens with the 5 that closed the last part.
no.	canonical_smiles	BoNT-A LC inh2	FBA Mtb inh	GDH-TPI counter	PrPC TRFRET	UGM FP inh	FadD28 FP inh	BoNT F protease	Mtb BioA inh	CCHFV vOTU inh
26	Cc1cc(C)cc(NC(=O)C(c2ccccc2)N2CCCC2)c1 (stereo not drawn)	-0.5	2	0	6	-2.2	-0.5	-7	-1.0	0
27	Cn1c(N)c(C(=O)c2cc(-c3ccccc3)nc3ccccc23)c(=O)n(C)c1=O	-0.3	-1	8	-5	1.5	-4.1	-13	-2.3	0
28	COc1ccc(Br)cc1/C=N/n1c(-c2ccccc2)n[nH]c1=S	-1.3	3	-6	3	4.6	-1.1	13	-1.1	-14
29	CC1(C(=O)N2CCC(CC3CC(c4cccc(Br)c4)=NO3)(C(=O)NCC3CCCCC3)CC2)CC1 (stereo not drawn)	0.6	4	4	2	1.5	-1.0	0	-7.0	12
30	C[C@@H]1COC(=O)[C@@H](Cc2ccc(F)cc2)C/C=C\C[C@H](CC(=O)N(CCO)Cc2ccccc2)C(=O)N1	-0.8	0	3	-3	3.1	-1.0	-2	-2.2	-6
31	C/C(N)=C(/C#N)C(=O)COC(=O)Cc1coc2ccc3ccccc3c12	0.3	-3	-9	-1	-0.4	-6.8	4	nt	-7
32	N#Cc1c(F)cccc1NCc1cccnc1	1.3	9	5	21	3.9	-3.7	4	-0.4	5
33	CC(C)CNS(=O)(=O)c1ccc(CCC(=O)Nc2ccc3c(c2)OCO3)cc1	-0.9	11	1	8	-1.6	-0.6	1	-0.4	9
34	COc1ccccc1CNC(=O)CCCN1C(=O)COc2ccc(C)cc21	0.9	-1	-1	-9	-3.1	-1.6	-5	-0.3	-2
35	Cc1ccc(S(=O)(=O)/C(C#N)=C/c2c(N3CCCCC3)nc3ccccn3c2=O)cc1	-8.7	-1	9	-3	-1.6	-4.4	-33	0.8	-7
36	C(=N\NC1=Nc2cccc3cccc1c23)/c1ccccn1	4.6	-21	-3	3	nt	-2.2	-27	nt	7
37	COc1ccc(/C=N/N2CCN(c3ccncc3S(=O)(=O)N3CCCCC3)CC2)cc1	-0.4	1	-2	-6	1.1	-0.5	14	0.2	4
38	O=C(NC1CCCC1)C(c1ccccc1)N(C(=O)c1ccco1)C1CCCC1 (stereo not drawn)	-0.3	-3	-6	2	2.0	-2.5	-7	-0.1	11
39	CCCCCCc1ccc(N2C[C@H](CCCCC)[C@@H](CC(=O)NCc3ccccc3)C2=O)cc1	-0.3	0	0	2	-2.1	-2.7	-1	-1.0	6
40	CC(=O)OC(C)(C)C1Cc2cc3ccc(=O)oc3cc2O1 (stereo not drawn)	0.9	104*	10	8	3.1	0.6	-7	nt	-115
41	CN(C)c1ccc(CN2CCCC(O)C2)cc1 (stereo not drawn)	-1.2	-1	-7	-6	-1.0	-4.0	1	-0.3	-2
42	Nc1nc(SCc2nc(-c3ccccc3)no2)[nH]c(=O)c1-c1ccccc1	0.6	-1	8	9	2.6	-1.2	5	5.5	-3
43	Cc1cc(/C=N/NC(=O)c2cccs2)c(C)n1-c1ccccc1	-0.2	-3	33*	2	-0.6	-0.1	-20	2.0	-3
44	CCN(CC)CCN(C(=O)Cn1nnc(-c2ccc(C)o2)n1)C(C(=O)NC(C)(C)C)c1cccs1 (stereo not drawn)	-0.8	1	6	-6	-0.9	-1.5	5	nt	5
45	COc1cc(NC(=O)c2ccco2)c(C(=O)OCC(=O)Nc2ncc(Cl)cc2Cl)cc1OC	0.5	2	1	8	-1.9	0.0	-2	-1.0	-3
46	CN(C)S(=O)(=O)N1CCC(Cc2ccccc2)CC1	-0.1	-9	-4	4	1.1	-3.4	-15	0.9	-4
47	Cc1ccccc1C(=O)NCCNC(=O)c1cnccn1	-2.3	2	0	7	2.5	-1.5	-18	-1.5	-20
48	COCc1cc(=O)[nH]c(SCCS(=O)(=O)c2ccc(C)cc2)n1	-3.8	-2	5	-2	1.4	-1.7	?	nt	0
49	COc1cc(C(=O)N2CCN(c3ccccc3)CC2)c([N+](=O)[O-])cc1OC	-1.4	0	0	-1	-0.3	-3.7	-8	0.6	23
50	CCC(Sc1nc2ccccc2c(=O)n1CCN1CCOCC1)C(=O)NCc1cccnc1 (stereo not drawn)	0.4	0	3	-4	-0.3	-0.3	5	0.4	-8
51	Cc1ccc2c(c1)N(CC(=O)N1CCCC(C)C1)C(=O)CO2 (stereo not drawn)	-1.6	-1	-6	-7	-1.8	0.3	-10	0.5	1
52	CCCc1cc(=O)oc2cc(O[C@@H]3O[C@H](CO)[C@@H](O)[C@H](O)[C@H]3O)ccc12	-1.6	7	1	6	2.5	-1.7	2	-1.3	8
53	Nc1cccc2c(=O)c3ccccc3[nH]c12	0.1	4	3	-9	-1.4	-3.5	15	nt	9
54	O=C(CN1C(=O)NC2(CCCCCC2)C1=O)c1ccccc1	0.2	-1	-7	-9	1.4	-3.5	4	0.2	8
55	CCSC1=NCCN1S(=O)(=O)c1ccc(NC(C)=O)cc1	-0.5	-1	-1	4	-1.9	-3.7	-4	nt	-9
56	Cc1cc(C(=O)COC(=O)c2csc3c2CCCC3)c(C)n1C	1.0	5	4	-2	1.5	1.8	7	-2.6	-7
57	CCOC(=O)CSc1ncnc2c1cnn2-c1ccccc1	1.3	0	17	14	-0.6	-1.1	-3	nt	3
58	c1ccc(C(Nc2cccnc2)c2ccccc2)cc1	-0.2	7	4	1	nt	-0.9	-2	nt	-1

# Of the compounds above, 5 have a furan ring, fused or not:
no.	canonical_smiles	BoNT-A LC inh2	FBA Mtb inh	GDH-TPI counter	PrPC TRFRET	UGM FP inh	FadD28 FP inh	BoNT F protease	Mtb BioA inh	CCHFV vOTU inh
25	COc1ccc(NC(=O)c2oc3ccccc3c2NC(=O)COc2ccccc2OC)c(OC)c1	-0.3	2	4	-4	3.6	-2.2	5	2.3	-14
31	C/C(N)=C(/C#N)C(=O)COC(=O)Cc1coc2ccc3ccccc3c12	0.3	-3	-9	-1	-0.4	-6.8	4	nt	-7
38	O=C(NC1CCCC1)C(c1ccccc1)N(C(=O)c1ccco1)C1CCCC1 (stereo not drawn)	-0.3	-3	-6	2	2.0	-2.5	-7	-0.1	11
44	CCN(CC)CCN(C(=O)Cn1nnc(-c2ccc(C)o2)n1)C(C(=O)NC(C)(C)C)c1cccs1 (stereo not drawn)	-0.8	1	6	-6	-0.9	-1.5	5	nt	5
45	COc1cc(NC(=O)c2ccco2)c(C(=O)OCC(=O)Nc2ncc(Cl)cc2Cl)cc1OC	0.5	2	1	8	-1.9	0.0	-2	-1.0	-3
